From PubChem BioAssay
RGS8-Gao reg = modulates binding of RGS8 to human Galphao; P09471; multiplexed bead flow cytometry; actives lie on both sides; response (percent of control binding), % at 10 µM; 220,000 compounds, 0.34% hits; AID 1423; in the data active means response below about 60% or above about 140%; inactive means in between;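 further: Galphao activated as the GDP aluminium fluoride complex binding bead-coupled RGS8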
Bim-Bcl-2 = human Bim-Bcl-2 interaction inhibition; 190,000 compounds, 0.06% hits; inhibition, % at 10 µM; AID 950; Bead-based flow cytometry, Bim peptide-Bcl-2 binding; P10415; in the data active means inhibition above about 40%; inconclusive means no clear call, values can overlap the other calls;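 further: 0% = no compound wells with probe peptide and 100% = reference peptide inhibitor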
Target sequence (P10415 whole entry, looked up): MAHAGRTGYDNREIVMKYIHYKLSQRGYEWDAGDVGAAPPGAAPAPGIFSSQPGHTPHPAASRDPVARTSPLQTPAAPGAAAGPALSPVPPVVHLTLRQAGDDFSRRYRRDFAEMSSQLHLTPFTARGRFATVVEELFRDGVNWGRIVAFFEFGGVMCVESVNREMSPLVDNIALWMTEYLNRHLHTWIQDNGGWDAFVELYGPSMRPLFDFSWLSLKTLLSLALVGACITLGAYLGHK
Bim-Bcl-W = disrupts Bim peptide binding to human Bcl-W. Q92843. bead-based flow cytometry. inhibition, % at 10 µM. 190,000 compounds, 0.02% hits;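 further: 0% = bound tracer without compound and 100% = peptide blocker; higher means less fluorescent Bim peptide bound to Bcl-W beads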
Bcl-B Bim block = human Bim-Bcl-B interaction inhibition | Q9HD36 | bead-based flow cytometry, Bim peptide-Bcl-B binding | inhibition, % at 10 µM | 190,000 compounds, 0.073% hits;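 further: 0% = tracer peptide without compound and 100% = reference inhibitor peptide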
Target sequence (Q9HD36 whole entry, looked up): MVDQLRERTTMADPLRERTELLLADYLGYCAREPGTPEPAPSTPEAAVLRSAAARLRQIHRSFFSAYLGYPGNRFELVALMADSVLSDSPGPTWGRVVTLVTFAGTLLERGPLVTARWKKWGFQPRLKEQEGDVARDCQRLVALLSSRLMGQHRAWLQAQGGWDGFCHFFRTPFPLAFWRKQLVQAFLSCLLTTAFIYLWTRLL
GSH fluor = GSH bead compound fluorescence profile. AID 1776. GSH beads flow cytometry, compound fluorescence 488/530 nm; hits give high values. fluorescence (KMESF) at 10 µM. 190,000 compounds, 0.25% hits; in the data active means fluorescence above about 89;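 further: glutathione beads carrying GST-tagged Bcl family fusion proteins plus one bare bead set; values are compound well signal with DMSO vehicle wells as background; inactives centre near 16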
Bim-Bcl-XL = human Bim-Bcl-XL interaction inhibition | Q07817 | Bim peptide-Bcl-XL binding, bead flow cytometry, fluorescence | inhibition, % at 10 µM | 190,000 compounds, 0.04% hits
Target sequence (Q07817 whole entry, looked up): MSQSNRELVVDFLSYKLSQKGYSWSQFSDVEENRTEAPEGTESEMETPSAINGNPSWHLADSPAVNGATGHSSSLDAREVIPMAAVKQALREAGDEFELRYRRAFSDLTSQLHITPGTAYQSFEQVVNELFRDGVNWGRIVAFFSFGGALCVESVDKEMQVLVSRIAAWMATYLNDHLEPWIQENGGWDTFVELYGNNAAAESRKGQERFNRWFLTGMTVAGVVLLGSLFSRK
Bim-Mcl-1 = human Bim-Mcl-1 interaction inhibition; Q07820; Bead-based flow cytometry, Bim peptide-Mcl-1 binding; inhibition, % at 10 µM; 190,000 compounds, 0.1% hits;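 further: 0% = no compound tracer wells and 100% = peptide blocker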
Target sequence (Q07820 whole entry, looked up): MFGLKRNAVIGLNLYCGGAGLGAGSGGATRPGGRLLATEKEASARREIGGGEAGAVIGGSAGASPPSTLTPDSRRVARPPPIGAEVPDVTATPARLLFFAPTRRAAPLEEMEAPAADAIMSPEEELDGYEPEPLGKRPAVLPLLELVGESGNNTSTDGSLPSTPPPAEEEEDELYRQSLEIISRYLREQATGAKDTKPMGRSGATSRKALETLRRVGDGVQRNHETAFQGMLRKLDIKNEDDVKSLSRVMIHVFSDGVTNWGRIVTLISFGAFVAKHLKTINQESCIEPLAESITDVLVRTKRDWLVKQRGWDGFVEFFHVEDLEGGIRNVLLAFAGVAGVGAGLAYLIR
Mcl1 Bid PPI = Mcl-1/Bid interaction inhibition; Q07820; TR-FRET Mcl-1/Bid-Dy647 peptide binding, 1536-well; inhibition, % at 21.7 µM; 220,000 compounds, 0.97% hits; AID 1021;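 active means compounds that cut the binding signal by more than half at the single screening dose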;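 further: His-tagged Mcl-1 with europium anti-His antibody binding Bid BH3 peptide; 0% = Mcl-1 plus peptide wells and 100% = peptide-only wells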
Bim-Bfl-1 = inhibitors of Bim-Bfl-1 interaction, human | Bead-based flow cytometry, Bim-Bfl-1 binding inhibition | Q16548 | inhibition, % at 10 µM | AID 1008 | 190,000 compounds, 0.12% hits;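 further: 0% = wells without compound plus tracer and 100% = blocker peptide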
RGS4-Gao reg = human RGS4-Galphao interaction regulation. binding response (% of control), % at 10 µM. Multiplexed bead flow cytometry, RGS4-Galphao binding; actives lie on both sides. 220,000 compounds, 0.33% hits; in the data active means binding response below about 49% or above about 150%; inactive means in between;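 further: fluorescent Galphao activated with aluminum fluoride binding bead-coupled RGS4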
RGS7-Gao = modulates binding of RGS7 to human Galphao; AID 1439; Multiplexed bead flow cytometry; actives lie on both sides; binding response (% of control), % at 10 µM; 220,000 compounds, 0.35% hits; in the data active means binding response below about 49% or above about 150%; inconclusive means no clear call, values can overlap the other calls; inactive means in between;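 further: fluorescent Galphao held in activated GDP-AlF4 state binding bead-coupled RGS7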
Starred values were filed as active, the others as inactive; ? = inconclusive. Unless noted, no stated cut-off is given here; in the data, active means inhibition above about 40%. An unsorted share of the library; overall some 1.8% were active at least once.

No.	SMILES	RGS8-Gao reg	Bim-Bcl-2	Bim-Bcl-W	Bcl-B Bim block	GSH fluor	Bim-Bcl-XL	Bim-Mcl-1	Mcl1 Bid PPI	Bim-Bfl-1	RGS4-Gao reg	RGS7-Gao
1	COC(=O)c1ccccc1NC(=O)c1ccc(COc2ccc(C)c(C)c2)o1	102.8	-1.0	1.0	3.0	13	2.0	4.0	4.1	1.0	100.9	102.9
2	CCC(C)NC(=O)c1ccc(C2SCC(=O)N2Cc2ccccc2)cc1 (stereo not drawn)	104.6	2.0	1.0	2.0	15	-2.0	2.0	-4.5	8.0	108.8	102.0
3	Oc1ccc(Br)cc1-c1cc(-c2ccccc2)n[nH]1	99.6	-4.0	-7.0	-3.0	62	-4.0	-4.0	1.3	-1.0	99.0	100.1
4	COc1ccc(/C(N)=N/OC(=O)CCCN2C(=O)c3ccccc3C2=O)cc1OC	99.7	-1.0	-3.0	-1.0	9	0.0	17.0	-58.1	-1.0	101.3	109.4
5	COc1ccc(-c2nc(CSCC(=O)NC3CCCc4ccccc43)c(C)o2)cc1OC (stereo not drawn)	101.4	-5.0	2.0	-5.0	12	-1.0	-1.0	-6.9	-11.0	96.7	101.2
6	CC(C)C(=O)OC1CCS(=O)(=O)c2sccc21 (stereo not drawn)	97.0	1.0	0.0	2.0	14	-2.0	-1.0	-17.2	-2.0	96.4	94.4
7	O=C(CSc1nc2nc(-c3cccs3)cc(C(F)(F)F)c2c(=O)[nH]1)NCc1ccco1	99.6	-1.0	1.0	1.0	16	-1.0	0.0	-2.7	2.0	103.5	101.3
8	COc1ccc(N(CC(=O)NC2CCCCC2)C(=O)CNC(=O)c2ccco2)cc1	103.5	-2.0	0.0	-1.0	21	-2.0	1.0	-5.8	-6.0	104.2	103.9
9	Cc1cc(C)n(Cc2ccc(NC(=O)c3ccc(COc4ccccc4Br)cc3)cc2)n1	108.4	-1.0	-3.0	0.0	15	-3.0	0.0	-23.4	0.0	99.8	101.7
10	COc1ccc(OC)c(C2C(C(C)=O)=C(O)C(=O)N2CCC(=O)O)c1 (stereo not drawn)	98.0	0.0	0.0	0.0	8	-2.0	0.0	-31.9	0.0	106.8	100.3
11	CCc1cccc(CC)c1NC(=S)NCc1nc2ccccc2[nH]1	105.5	-2.0	2.0	0.0	11	0.0	3.0	-18.0	-1.0	104.5	112.8
12	O=C(Cc1ccc(-n2cccc2)cc1)NC1CCCCC1	101.2	-11.0	-3.0	-7.0	31	-4.0	-4.0	-17.1	-14.0	97.3	100.0

Along the list, quoted from above.
RGS8-Gao reg, compounds 8 to 11 → 103.5, 108.4, 98.0, 105.5

Next structures follow.
No.	SMILES	RGS8-Gao reg	Bim-Bcl-2	Bim-Bcl-W	Bcl-B Bim block	GSH fluor	Bim-Bcl-XL	Bim-Mcl-1	Mcl1 Bid PPI	Bim-Bfl-1	RGS4-Gao reg	RGS7-Gao
13	CN(C)CCNC(=O)c1ccccc1	103.1	-8.0	-1.0	-10.0	37	-8.0	-3.0	2.3	-15.0	101.5	100.9
14	COc1ccccc1-n1cccc1C=O	104.7	-5.0	-4.0	-8.0	13	-2.0	-1.0	-22.6	-9.0	106.1	139.1
15	CC(C)CCNC1=CC(=O)CC(c2ccccc2)C1 (stereo not drawn)	104.6	-1.0	-2.0	-7.0	10	-5.0	0.0	-51.3	1.0	101.1	96.0
16	C=CCC(Nc1ccccc1)C12C=CC(O1)C(C(=O)OC)=C2C(=O)OC (stereo not drawn)	98.1	19.0	1.0	2.0	21	5.0	2.0	-32.2	7.0	98.2	99.7
17	COc1ccc2oc(C)c(C(=O)NN)c2c1	94.9	0.0	5.0	-4.0	15	0.0	4.0	-36.7	-1.0	85.0	98.6
18	Cc1cc(C)n2cc(COc3ccc4ccccc4c3)nc2n1	100.6	0.0	-2.0	-5.0	9	-5.0	-4.0	-31.5	-3.0	100.3	101.5
19	CC1(C)Cc2c(sc3nc(-c4cc5ccccc5o4)n(N)c(=O)c23)CO1	99.8	0.0	0.0	-5.0	16	0.0	0.0	16.3	0.0	99.0	102.5
20	COc1ccc(/C=C/C(=O)c2c(O)cc(C)oc2=O)c(OC)c1	100.2	-2.0	0.0	-4.0	8	-6.0	2.0	-10.8	-10.0	103.0	103.9
21	COc1nc(N=C(N)N)nc2ccc(C)cc12	108.9	-5.0	-6.0	-4.0	17	-2.0	-4.0	2.0	-11.0	100.9	107.1
22	CC(/C=N\NC(=O)Cn1c(C)nc2ccccc21)=C\c1ccccc1	101.7	-2.0	-3.0	0.0	11	-3.0	0.0	-7.5	-1.0	95.8	96.3
23	COC(=O)/C=C1/C(=O)N/C(=N\c2nc(C)cc(C)n2)N1c1ccc(OC)cc1	102.5	-6.0	-2.0	-7.0	10	-7.0	-5.0	18.1	-4.0	100.2	100.5
24	O=C(O)CCCNC(=O)Nc1ccccc1	99.9	1.0	0.0	0.0	18	2.0	-1.0	2.5	0.0	101.3	100.6
25	COCC(=O)OCC(=O)Nc1cc([N+](=O)[O-])ccc1Cl	100.3	-5.0	-5.0	0.0	14	-4.0	0.0	-10.8	-6.0	99.4	102.0
26	COCCn1c(COc2ccc(OC)cc2)nc2ccccc21	101.7	-6.0	1.0	-6.0	14	-3.0	1.0	-10.1	-10.0	101.1	106.6
27	COCCn1cc(C(=O)N2CCCC(C)C2)c2c3ccccc3n(C)c2c1=O (stereo not drawn)	99.6	-2.0	-1.0	-1.0	15	0.0	0.0	20.3	-1.0	98.1	99.3
28	Brc1ccccc1-n1nnc(-c2cccnc2)n1	100.4	-2.0	0.0	-9.0	22	0.0	-2.0	0.7	-2.0	94.2	95.7
29	O=C(Nc1ccc(N2CCN(C(=O)c3ccco3)CC2)c(Cl)c1)c1cccnc1	102.2	-3.0	0.0	-2.0	22	-1.0	1.0	-44.8	-7.0	100.1	95.5
30	COC(=O)NNS(=O)(=O)c1ccc(C)cc1	87.4	2.0	-2.0	-6.0	10	-5.0	-3.0	-6.9	0.0	79.8	78.3
31	N#Cc1cn(Cc2ccccc2)c(=O)[nH]c1=O	101.3	-1.0	1.0	-3.0	14	0.0	0.0	-14.6	-4.0	103.2	100.2
32	CCOC(=O)C1CCCN(C/C=C/c2ccccc2[N+](=O)[O-])C1 (stereo not drawn)	103.6	3.0	2.0	0.0	9	-3.0	-2.0	38.6	0.0	103.6	105.1
33	CC1=CC(C)(C)N2C(=O)C3(SCC(=O)N3c3ccc(F)cc3)c3cc(C)cc1c32 (stereo not drawn)	97.2	-8.0	2.0	-8.0	41	-5.0	0.0	-14.9	-10.0	97.1	94.8
34	COc1ccc(C2N(c3ccccc3)C(=S)N3CCCN23)cc1 (stereo not drawn)	100.4	-2.0	-1.0	-2.0	9	-3.0	0.0	-35.9	-5.0	98.2	97.5
35	CC(C)c1ccc(NC(=O)COC(=O)C2=COCCO2)cc1	121.2	-7.0	-1.0	2.0	19	-5.0	-5.0	46.4	-5.0	112.1	108.3
36	CCn1c(SCC(=O)NC2CCCC2)nnc1-c1c[nH]c2ccccc12	99.8	-6.0	-1.0	-6.0	25	0.0	2.0	-14.0	-9.0	98.2	97.7
37	COc1cc(OC)c(C2=NOC(C(=O)N3CCN(C(=O)c4ccco4)CC3)C2)cc1Cl (stereo not drawn)	103.5	0.0	0.0	0.0	17	-1.0	1.0	-26.0	-4.0	102.1	103.8
38	CC1Cc2ccccc2N1C(=O)CSc1nnc2sc3ccccc3n12 (stereo not drawn)	103.0	-6.0	2.0	-6.0	33	1.0	-3.0	4.1	-10.0	103.4	106.2
39	COc1ccc(NC(=O)c2cccc(Cn3cc(Br)c([N+](=O)[O-])n3)c2)c(C)c1	99.2	-3.0	1.0	0.0	19	1.0	-1.0	-9.9	-6.0	99.2	?
40	COc1ccc(OCC(=O)Nc2nnc(-c3ccco3)s2)cc1	99.9	0.0	-3.0	-5.0	31	-5.0	-3.0	-26.7	0.0	83.7	91.6
41	Cc1cc(C)c(C(=O)COC(=O)Cn2cnnn2)cc1C	102.1	-7.0	1.0	-5.0	29	3.0	2.0	10.5	-9.0	103.6	101.9
42	Cc1nn(C)cc1CN(C)C(=O)CCc1nnc(CCC2CCCCC2)o1	99.9	-6.0	-7.0	-6.0	51	-9.0	-2.0	-7.5	-14.0	98.2	100.5
43	Cc1cc(Br)cc(C)c1NC(=O)c1ccc(C#N)cc1F	103.0	-4.0	0.0	-2.0	15	-2.0	2.0	-22.2	-5.0	99.8	?
44	Cc1ccc(-c2[nH]c3ccccc3c2SCCNC(=O)c2ccc(S(=O)(=O)N3CCOCC3)cc2)cc1	103.4	-3.0	-5.0	-5.0	17	-6.0	-4.0	-12.1	-1.0	105.2	105.7
45	O=C(CN1C(=O)c2ccccc2C1=O)Nc1ccc(S(=O)(=O)NCC2CCCO2)cc1 (stereo not drawn)	98.7	0.0	0.0	0.0	25	-1.0	-2.0	-9.2	-3.0	103.0	96.4
46	O=C(Nc1nccs1)C1CCN(S(=O)(=O)c2c(Cl)cccc2Cl)CC1	97.8	-10.0	-2.0	-13.0	38	-7.0	-1.0	1.0	-14.0	97.5	101.6
47	O=c1cc(-c2ccccc2[N+](=O)[O-])oc2ccccc12	104.4	-2.0	0.0	-4.0	24	-2.0	-1.0	0.4	-6.0	100.3	103.0
48	CN1/C(=C\C(=S)NC(=O)c2cccc(Br)c2)C(C)(C)c2ccccc21	98.8	-1.0	-3.0	-11.0	13	-9.0	-5.0	10.3	0.0	100.5	103.4
49	O=C(CSc1c2c(nc3ccc(Cl)cc13)CCCC2)NCCCN1CCOCC1	100.6	-5.0	0.0	-4.0	18	-1.0	0.0	-11.4	-5.0	100.9	105.6
50	CCOC(=O)Nc1c(C)n(C)n(-c2ccccc2)c1=O	101.0	-3.0	-5.0	-7.0	13	-8.0	-6.0	-7.4	-4.0	97.5	98.5
51	Cc1ccc(-c2nn3c(C)nnc3s2)cc1NC(=O)c1ccco1	102.5	-5.0	-2.0	-6.0	17	-3.0	-5.0	-6.4	-4.0	101.2	100.3
52	Cc1cccc(N=N/C(=C\O)C(=O)c2ccc(Br)cc2)c1	100.0	0.0	0.0	-1.0	7	-5.0	-1.0	-17.5	-1.0	97.0	97.0
53	Cc1ccc(/C=N/NC(=O)CSc2nc3ccccc3c(=O)n2-c2ccccc2)s1	100.0	3.0	-8.0	-8.0	12	-7.0	0.0	-7.2	-9.0	101.3	101.1
54	Cc1cc(C)n(-c2c(F)c(F)c(CN3CCOCC3)c(F)c2F)n1	102.1	-1.0	-1.0	-6.0	25	-6.0	-6.0	8.4	-2.0	103.5	104.2
55	CCc1ccccc1NC(=O)c1cnccn1	100.6	-1.0	-1.0	-1.0	14	-2.0	-6.0	-22.2	-4.0	98.7	98.8
56	CCSC(=O)N(CC)CC(=O)Nc1c(CC)cccc1CC	99.0	-4.0	0.0	0.0	59	-4.0	1.0	8.9	-5.0	106.2	111.4
57	CC(=O)Nc1ccc(C(=O)CSc2nc3ccccc3n2CC(=O)N2CCCC2)cc1	99.7	-4.0	0.0	-8.0	36	10.0	-1.0	18.4	-9.0	97.1	103.4
